Growth percent in the NCI-60 one-dose screen (48 h, 10 µM unless noted): 100 = growth as untreated, 0 = no growth, -100 = all killed.
HL-60(TB): HL-60(TB) leukemia cells; 78,000 compounds, 9% hits; active = growth percent below 10
Starred values were filed as active, the others as inactive; & = joins results of further samples. A portion of the library; rates above refer to the full screens.

SMILES	HL-60(TB)
OC(c1ccccc1)(c1ccccc1)C(F)(F)Cl	94
O=C1C=Cc2ccccc2/C1=C/c1sc(=O)[nH]c1O	104
CCCN(CCC)S(=O)(=O)c1ccc(C(=O)OCCCN(C)C)cc1	65
COc1ccc(N2CCN(CC(=O)N3CCN(c4nnc(-c5ccccc5)c(-c5ccccc5)n4)CC3)CC2)cc1	-36*
CC(=O)N1N=C(c2ccc(Oc3nnnn3-c3ccccc3)cc2)OC1c1ccc(F)cc1 (stereo not drawn)	95
N#C/C(=C/c1c(Cl)cccc1Cl)C(N)=O	73
Nc1c(C(=O)Nc2cccc3ccccc23)sc2nc3c(cc12)CN(CCc1ccccc1)CC3	115
COc1ccc(Cn2c(NCCN)nc(=O)n(Cc3ccc(F)cc3)c2=O)cc1	93
CCOC(=O)C1CCN(S(=O)(=O)c2ccc3c(c2)CN(C(=O)C(F)(F)F)CC3)CC1	96
c1ccc(-c2nc(Nc3ccc(-c4nc5ccccc5[nH]4)cc3)nc(N3CCOCC3)n2)cc1	-33*
CNCC(Cl)Cl	105
NC(=O)CC(=O)O	115
CCN(CC)CCC(=O)c1cccc([N+](=O)[O-])c1	103
Nc1c(C(=O)Nc2ccncc2)sc2nc3c(cc12)CCCC3	64
CCC(=O)N1CCCC1=O	91
O=C(CSc1nnc(-c2c[nH]c3ccccc23)n1-c1ccccc1)c1ccc(Br)cc1	44
CC(C)(OC(=O)Nc1cccc(Cl)c1)C(Cl)(Cl)Cl	100
CCOC(=O)CC1CSC(c2ccccc2O)=N1 (stereo not drawn)	102
CCOC(=O)c1c2c(n(-c3ccc(F)cc3)c1-c1ccccc1)C=CCC2	76
CN1C(=O)N(C)[C@H]2NC(NN)=N[C@H]21	102
COc1ccc(-c2nc(-c3cn(C)c4ccccc34)cs2)cc1	100
O=C1CCC2(CCCCC2)N1	99
O=C(Nc1ccc(N=C=S)cc1Cl)c1cc(Cl)cc(Cl)c1O	88
c1ccc(-c2ccc(-c3nc4ncccn4c3NCCN3CCOCC3)cc2)cc1	93
CN(C)c1ncc(/C=C2\SC(=S)N(Cc3ccccc3)C2=O)s1	114
SMILES	HL-60(TB)
Clc1nc(N2CCC[N+]3(CC2)CC[N+]2(CCCNCC2)CC3)nc(N2CCC[N+]3(CC2)CC[N+]2(CCCNCC2)CC3)n1 (stereo not drawn)	97
Fc1cc(C(F)(F)F)ccc1-c1cnc(Cl)nc1NC1CCCCCC1	96
COc1ccc2nc3cc(Cl)ccc3c(C#N)c2c1	90
NCCCCCCCN	107
C[C@]12CC[C@H]3[C@@H](CC4SC(N)=NC45C/C(=N/NC(N)=O)CC[C@]35C)[C@@H]1CCC2=O (stereo partly drawn)	43
CSc1nc(NN)c(C#N)c(-c2cccs2)n1	97
COc1cc(C(=O)NC(=S)Nc2csc(-c3ccc(F)cc3)n2)cc(OC)c1OC	61
CCCCS(=O)CCC(N)C(=O)O (stereo not drawn)	93
COc1cc(CNC(=O)CCCC/C=C/C(C)C)ccc1OCc1nnc(Nc2ccc(F)cc2)o1	100
CCOC(=O)C(=CNc1cccc(N(C)C)c1)C(=O)OCC	99
O=C(O)c1ccc(-n2cc(CNc3ccc(Oc4ccccc4)cc3)c(-c3cc(C(F)(F)F)cc(C(F)(F)F)c3)n2)cc1	88
COc1cc(OC)c(-c2nc3ccccc3s2)c(OC)c1	91
O=C(Nc1ccc(Nc2cc(Nc3ccccc3)ncn2)cc1)Nc1cc(C(F)(F)F)ccc1F	106
Nc1nnc(-c2ccc(N=Nc3ccc(S(N)(=O)=O)cc3)cc2)s1	92
COc1ccc(CN)cc1OC	98
COc1cc(/C=N/n2c(C)nc3c(c(C)nn3-c3ccccc3)c2=O)ccc1O	95
CC1C(=O)C2C(CCC3=CC(=O)CCC32C)C2CCC(C(C)(C)OCCO)C12C (stereo not drawn)	80
O=C(O)c1c(-c2ccc(Cl)c(Cl)c2Cl)nc2n1CCS2	100
Nc1cc(Cl)ccc1-c1nnc2n1N=C(c1ccccc1)CS2	94
C[C@H](OC(=O)CCl)[C@@H](C)OC(=O)CCl	101
CCCC(C(=O)OC(C)CN1C(C)CCC1C)C1CCCC1 (stereo not drawn)	102
O=C(CCC(=O)c1nc2ncccc2[nH]1)NN1C(=O)CSC1c1ccccc1O (stereo not drawn)	101
CC(=O)Nc1cccc(-n2cnc3cc(-c4ccc(O)cc4)ccc32)c1	6.7*
N#Cc1cnn(C(=O)c2cnc3n(c2=O)CCCCC3)c1N	108
N#CC1=C(N)OC2=C(C(=O)CCC2)C1c1cccs1 (stereo not drawn)	90
SMILES	HL-60(TB)
COc1ccc(-n2nc(C(=O)NCCC(=O)NO)nc2-c2ccccc2)cc1	88
Brc1sc2ccccc2c1Br	55
Nc1ccc(-c2nc(N)c3[nH]cnc3n2)cc1	86
O=C(N/N=C\c1c(O)ccc2ccccc12)C1CC1	1.2*
O=c1nc(N2CCOCC2)oc2c(-c3cccc4c3sc3ccccc34)cccc12	88
COCCCNc1nc(NC(=O)c2ccc(F)cc2Cl)cc(-c2cccnc2)n1	95
Clc1ccc2c(c1)N(C1CCCN(Cc3ccccc3)C1)c1ccccc1S2 (stereo not drawn)	28
CC(=S)N=Cc1c(O)cc(C)oc1=O	104
O=C(O)CCn1c(=O)[nH]c(=O)n(CCC(=O)O)c1=O	104
CCNc1cc(Cl)nc(N)n1	79
O=c1[nH]c(=O)n(Cc2ccccc2Cn2cc(F)c(=O)[nH]c2=O)cc1F	88
COc1ccc(C2=Nn3c(nnc3-c3ccc(CN)cc3)SC2)cc1	104
O=C(CCCC(=O)Nc1ccccc1O)Nc1ccc(N2CCN(c3ccccc3)CC2)cc1	106
CCNC(=O)c1[nH]cc(-c2ccc(OC)cc2)c1-c1cc(OC)cc(OC)c1	82
C/C(=C\CCc1ccoc1C)CC/C=C(\C)CCCO	92
Cc1nc(Nc2ccc(NC(=O)Nc3ccc(Cl)c(C(F)(F)F)c3)cc2)c2c(C)c(C)[nH]c2n1	108
COc1ccc(NC(=O)Nc2ccc(OCC(=O)N=Nc3c(O)[nH]c4ccc(OC)cc34)cc2)cc1	97
CC(O)CN(C)Cc1ccccc1 (stereo not drawn)	92
COc1ccc(C(=O)COc2nc(-c3cccnc3)cc(-c3ccc(OC)c(OC)c3)c2C#N)cc1	82
Cc1cc(Sc2cc(C)cc(C(C)(C)C)c2O)c(O)c(C(C)(C)C)c1	85
S=c1[nH]c2cc(Cl)ccc2s1	97
Nc1nc(N)c2cc(Sc3cccc(C(F)(F)F)c3)ccc2n1	25
COc1cccc(-n2nc(C(=O)NCc3ccccc3OC)nc2-c2cc(OC)c(OC)c(OC)c2)c1	103
COc1ccc(-c2c(N)n[nH]c2-c2ccccc2O)cc1OC	110
Cc1ccc(-c2cc3nc(-c4ccccc4)nc(C(Cl)Cl)n3n2)cc1	13
SMILES	HL-60(TB)
COc1ccc(N=Nc2c(N)nn3c(-c4ccc5c(c4)C=S=C5)ccnc23)cc1	38
Cc1cccc(NC(=O)c2sc3nc4c(cc3c2N)CN(Cc2ccccc2)CC4)c1C	7.6*
O=C(Cn1cc(-c2ccc3c(c2)ncn3-c2ccccc2)cn1)NCCn1cc(COCCOCCOCCNc2cccc3c2C(=O)N(C2CCC(=O)NC2=O)C3=O)nn1 (stereo not drawn)	83
FC(F)(F)c1ccc(-c2cnc(CNCCCC(F)(F)C(F)(F)C(F)(F)C(F)(F)C(F)(F)C(F)(F)C(F)(F)C(F)(F)F)nc2NC2CCCCCC2)cc1	80
CN1c2ccccc2C(=O)N(NC(=O)Nc2ccccc2)C1c1ccccc1 (stereo not drawn)	100
CC(=O)N(C)c1ccc(C)cc1	94
CC1(C)CC(=O)C2=C(C1)N(c1ccc(OC(F)(F)F)cc1)C(N)=C(C#N)C2c1ccc(Br)s1 (stereo not drawn)	87
CC(=O)N[C@H](C(=O)N[C@@H](CCCNC(=N)N)C(=O)N[C@@H](CCCCN)C(=O)N[C@@H](CCCNC(=N)N)C(=O)N[C@]1(C)CCC/C=C\CCC[C@@](C)(C(=O)N[C@@H](CC(C)C)C(=O)N[C@@H](CC(C)C)C(=O)N[C@@H](CCC(N)=O)C(=O)N[C@@H](CCC(=O)O)C(=O)N[C@@H](CCCNC(=N)N)C(=O)N[C@@H](CCC(=O)O)C(=O)N[C@@H](CC(C)C)C(=O)N[C@H](C(=O)N[C@@H](CCC(=O)O)C(N)=O)C(C)C)NC(=O)[C@H](CCCNC(=N)N)NC(=O)[C@H](CC(C)C)NC1=O)C(C)C	104
C=CCn1c2c(c3ccccc31)CCC2	106
CCCCCCCCCCCC(=O)NC(C)(C)C(=O)N1CCCC1C(=O)NC(C)(C)C(=O)NC(C)(C)C(=O)N1CCCC1C(=O)NC(C)(C)C(=O)NC(C)(C)C(=O)N1CCCC1C(=O)NC(C)C(=O)NCCC(=O)NC(C)C(=O)NC(C)(C)C(=O)NC(C)(C)C(=O)NC(C)(C)C(=O)NCCC(=O)NC(C)(C)C(=O)NC(C)(C)C(=O)NC(C)(C)C(=O)NC(C)C(=O)NCCC(=O)O (stereo not drawn)	-66*
CC(C)c1ccc(/C=N\NC(=S)N/N=C\c2ccc(C(C)C)cc2)cc1	91
COc1ccc2[nH]c(=O)c(CSc3ccc(N)cc3)cc2c1	71
Cc1ccc(C2=NN3C(C2)c2cc(Cl)ccc2OC32CCN(Cc3ccccc3)CC2)o1 (stereo not drawn)	95
O=C(COc1ccc(-c2nc3ccccc3[nH]2)cc1)N=Nc1c(O)[nH]c2ccc([N+](=O)[O-])cc12	92
O=C1c2ccccc2C2N1CCCN2C(=O)c1sc2ccccc2c1Cl (stereo not drawn)	83
COc1ccccc1S(=O)(=O)Nc1ccc2c3c(cc(CCC(=O)NCCCCNc4cccc5c4C(=O)N(C4CCC(=O)NC4=O)C5=O)cc13)C(=O)N2C (stereo not drawn)	-1.8*
Cc1ccc(C(CC(=O)O)CC(=O)O)c(O)c1	98
CC(=O)c1cc(C(=O)c2ccc(Br)cc2)n2cccc(C#N)c12	110
COc1cc(C(=O)NC(N)=O)cc(OC)c1OC	74
O=C(O)C(Br)CN1C(=O)c2ccccc2C1=O (stereo not drawn)	104
O=C1NN(CCO)C(=S)Nc2ccccc21	58
C=C(Br)C(=O)OC	111
COc1ccc(/C=C/C(=O)c2ccc(NC(=O)CSc3nnc(-c4ccc(-c5nc6ccccc6[nH]5)cc4)o3)cc2)cc1OC	113
O=C(/C=C/C12c3ccccc3C(c3ccccc31)C1C(=O)NC(=O)C12)c1ccc(Br)cc1 (stereo not drawn)	2.1*
COc1c(N2CC3CCCN(C(C)=O)C3C2)c(F)cc2c(=O)c(C(=O)N[C@H]3C(OC(C)=O)[C@@H](OC(C)=O)C(COC(C)=O)O[C@H]3OC(C)=O)cn(C3CC3)c12 (stereo partly drawn)	104
SMILES	HL-60(TB)
O=C(N/N=c1/ccoc2cccnc12)N1CCN(c2ncccn2)CC1	44
NC1=NC2(CCCc3ccccc32)n2c(nc3ccccc32)N1 (stereo not drawn)	107
CC1=CC(=C(c2ccc(N)c(S(=O)(=O)O)c2)c2ccc(N)c(S(=O)(=O)O)c2)C=C(S(=O)(=O)O)C1=N	123
CC1CCC(=N\O)/C(=N/O)C1 (stereo not drawn)	102&95
O=C(c1ccc(Cl)cc1)C(F)(Cl)Cl	87
c1ccc2cc(C[n+]3ccn(CCn4cc[n+](Cc5ccc6ccccc6c5)c4)c3)ccc2c1	117
Cc1cc(O)c(C(C)(C)C)cc1N=O	89
CC1(C)C=C(C(=O)O)C(C)(C)N1O	99
N#CSCc1cc(Cl)c(CSC#N)cc1Cl	22
CCOC(=O)C1=C(N)Oc2c(c(=O)oc3ccccc23)C1c1cc(=O)oc2ccc(OC)cc12 (stereo not drawn)	99
CC(=O)Nc1c(Cl)cc(Cl)c2c1Cc1cc([N+](=O)[O-])ccc1-2	90
CCCCOc1nc(-c2cccnc2)cc(-c2ccc(OC)c(OC)c2)c1C#N	99
O=C(Nc1ccc(Cl)c(Cl)c1)Nc1ccc(Cl)c([N+](=O)[O-])c1	-40*
Cc1ccc(NC(=O)C(c2ccccc2)c2ccccc2)cc1	103
COc1ccc(-n2c(-c3ccccc3)c(-c3ccccc3)c3c(SCC(=O)n4[nH]c(N)cc4=O)ncnc32)cc1	88
CC1=C[C@@H]2c3c(c(O)c(O)c4oc5cc(O)cc(O)c5c(=O)c34)[C@@H](c3cc(O)c(O)c4oc5cc(O)cc(O)c5c(=O)c34)[C@@H]2C(C)(C)C1	-3.8*
CCCCCCCC/C=C\CCCCCCCCOc1ccccc1CC(=O)NCC[N+]1(C)CCOCC1	67
CCCCCC[n+]1ccc(SCC(=O)n2ccc3ccccc32)c2ccccc21	75
Nc1nc2c(C(=O)N3CCCC3)nnn2c2ccccc12	97

Filtered by structure, those above containing an NH in an aromatic ring.
SMILES	HL-60(TB)
O=C1C=Cc2ccccc2/C1=C/c1sc(=O)[nH]c1O	104
c1ccc(-c2nc(Nc3ccc(-c4nc5ccccc5[nH]4)cc3)nc(N3CCOCC3)n2)cc1	-33*
O=C(CSc1nnc(-c2c[nH]c3ccccc23)n1-c1ccccc1)c1ccc(Br)cc1	44
O=C(CCC(=O)c1nc2ncccc2[nH]1)NN1C(=O)CSC1c1ccccc1O (stereo not drawn)	101
Nc1ccc(-c2nc(N)c3[nH]cnc3n2)cc1	86
O=C(O)CCn1c(=O)[nH]c(=O)n(CCC(=O)O)c1=O	104
O=c1[nH]c(=O)n(Cc2ccccc2Cn2cc(F)c(=O)[nH]c2=O)cc1F	88
CCNC(=O)c1[nH]cc(-c2ccc(OC)cc2)c1-c1cc(OC)cc(OC)c1	82
Cc1nc(Nc2ccc(NC(=O)Nc3ccc(Cl)c(C(F)(F)F)c3)cc2)c2c(C)c(C)[nH]c2n1	108
COc1ccc(NC(=O)Nc2ccc(OCC(=O)N=Nc3c(O)[nH]c4ccc(OC)cc34)cc2)cc1	97
S=c1[nH]c2cc(Cl)ccc2s1	97
COc1ccc(-c2c(N)n[nH]c2-c2ccccc2O)cc1OC	110
COc1ccc2[nH]c(=O)c(CSc3ccc(N)cc3)cc2c1	71
O=C(COc1ccc(-c2nc3ccccc3[nH]2)cc1)N=Nc1c(O)[nH]c2ccc([N+](=O)[O-])cc12	92
COc1ccc(/C=C/C(=O)c2ccc(NC(=O)CSc3nnc(-c4ccc(-c5nc6ccccc6[nH]5)cc4)o3)cc2)cc1OC	113
COc1ccc(-n2c(-c3ccccc3)c(-c3ccccc3)c3c(SCC(=O)n4[nH]c(N)cc4=O)ncnc32)cc1	88

Bioassay records as filed in PubChem.
